AID2073: inhibitors of Mint1-CaV2.2 protein interaction, biochemical, HTRF (AID 2073); Voltage-dependent N-type calcium channel subunit alpha-1B (Homo sapiens); HTRF protein-protein interaction, Mint1-CaV2.2; higher % means a stronger effect; inhibition, % at 20 µM, or IC50 in µM where a hit was titrated; 290,000 tested, 0.19% active; in the data active = inhibition mostly above about 51%, no sharp cut-off; inconclusive = no clear call, values can overlap the other calls; inactive = mostly below about 53%; note: some results filed as inactive read as strong as hits
LYP inhibition: inhibitors of LYP phosphatase, biochemical, fluorescence intensity, uHTS (AID 1779). Tyrosine-protein phosphatase non-receptor type 22 (Homo sapiens). recombinant LYP phosphatase, fluorescence intensity; higher % means a stronger effect. inhibition, % at 11.5 µM, or IC50 in µM where a hit was titrated. 290,000 tested, 0.054% active;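 note: plate controls were vehicle with enzyme for no effect and no enzyme for full effect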
Lipid droplet: inhibitors of hepatocyte lipid droplet formation, primary screen, imaging, high-throughput imaging, BODIPY stain. AML12 mouse hepatocytes, oleate lipid droplets. inhibition, % at 6.5 µM. 240,000 tested, 0.4% active;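 active = lipid droplet intensity inhibited by at least 50%, with more than 500 cells counted; inconclusive = wells with under 300 cells, treated as cytotoxic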
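Assay system: AML12 hepatocytes (mouse) / Also added: 100 µM oleic acid challenge / Times: overnight treatment with compound plus oleate / Detection: high-content imaging of BODIPY-stained droplets and DAPI nuclei / Evaluation: % inhibition of lipid droplet signal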
NOD2 inhibition: NOD2 signaling inhibitors, cell-based, luminescence, uHTS, HEK293 (AID 1566). 290,000 tested, 0.63% active. HEK293 NOD2/NF-kB luciferase reporter, luminescence; higher % means a stronger effect. inhibition, % at 4 µM, or EC50 in µM where a hit was titrated; note: many of its hits are not listed in these tables
NS5 inhibitors: Dengue-2 NS5 methyltransferase inhibitors, primary screen, biochemical, confirmation dose response (AID 588689); Genome polyprotein (Dengue virus type 2 (strain 16681-PDK53)); Dengue-2 NS5 methyltransferase capping enzyme assay, biochemical; higher % means a stronger effect; one-dose inhibition, % at 25 µM; IC50 in µM for titrated hits; 340,000 tested, 0.3% active; in the data active = a potency from the dose series; inconclusive = inhibition above about 29% without an active follow-up result
Myeloid diff 2: induction of myeloid progenitor differentiation, primary screen, cell-based, flow cytometry, MLPCN library; ER-HoxA9 myeloid progenitors, lysozyme-GFP differentiation; calls only at 10 µM; 360,000 tested, 1% active;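 active = normalized GFP-positive differentiation at or above the plate's own cutoff, the solvent-only control mean plus 3 SD; inconclusive = no clear call, values can overlap the other calls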;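 note: cells exposed to compound for four days before flow analysis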
Siah-1 displacement: Siah-1 peptide-binding antagonists, primary screen, biochemical, fluorescence polarization, rhodamine-plectin, uHTS (AID 1817); E3 ubiquitin-protein ligase SIAH1 (Homo sapiens); Siah-1 / rhodamine-plectin peptide fluorescence polarization; higher % means a stronger effect; displacement, % at 20 µM; hits with a dose series show IC50 in µM; 290,000 tested, 0.02% active;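 active = displacement of at least 50% at 20 µM, with a fluorescence ratio check between 0.3 and a set limit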;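 note: plate controls were Siah plus tracer with DMSO for no effect and tracer alone without Siah for full effect; strong numbers were not always called active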
XIAP antagonists: XIAP antagonists, biochemical, IAP family, fluorescence polarization (AID 1018); 200,000 tested, 0.007% active; XIAP BIR domain, fluorescence polarization peptide displacement; higher % means a stronger effect; displacement, % at 20 µM, or IC50 in µM where a hit was titrated; in the data active = displacement above about 50%; note: a part of the inactive calls stands beside numbers as strong as those of hits
HIV fusion peptide: inhibitors of HIV fusion peptide binding, primary screen, biochemical, uHTS, fluorescence dequenching (AID 1986); 290,000 tested, 0.3% active; inhibition, % at 20 µM, or IC50 in µM where a hit was titrated; cell-free peptide binding, fluorescence dequenching, 30 min; higher % means a stronger effect; in the data active = inhibition mostly above about 52%, no sharp cut-off; inactive = mostly below about 76%; note: some results filed as inactive read as strong as hits
Lipid droplet cells 6.5 µM: also measured in Lipid droplet; calls as there; cell count; measured here: cell count, cytotoxicity flag;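 cells counted across two imaged fields per well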
Myeloid diff 2 GFP+ MAC1+ %: second read-out of Myeloid diff 2, no call of its own (marks repeat the call); GFP+ MAC1+ double positive, %; measured here: differentiation confirmed by MAC1 staining
* marks the source's active call; other numbers are inactive results; i = inactive; ? = inconclusive; nt = no result given; + = active, no number. Cut-off read from the data, not from the text of the source, unless noted: active = inhibition above about 50%; inactive = the rest. An excerpt; count on the stated rates, not on these rows.

SMILES | AID2073 | LYP inhibition | Lipid droplet | Lipid droplet cells 6.5 µM | NOD2 inhibition | NS5 inhibitors | Myeloid diff 2 | Myeloid diff 2 GFP+ MAC1+ % | Siah-1 displacement | XIAP antagonists | HIV fusion peptide
Cc1ccc(NNC(=O)C(O)(c2cccc(C(F)(F)F)c2)c2cccc(C(F)(F)F)c2)cc1 | -15% | 8% | -18 | 775 | 14% | -3% | i | 0.6 | 4% | -1.2% | 9.5%
O=C1N(Cc2cccnc2)C[C@@H]2C[C@@H](c3ccc4nonc4c3)N3CCC[C@@]123 | 23% | -6% | 12 | 761 | -8% | -5% | i | 0.0 | 1% | 1.5% | 0.6%
Cc1ccc(-n2c(-c3cc(C)n(C)n3)n[nH]c2=S)cc1 | 23% | -2% | nt | nt | 11% | -8% | i | 0.2 | -1% | -3.4% | -0.4%
COc1cccc(N(C(=O)c2snc(C(N)=O)c2N)C(C(=O)NCC2CCCO2)c2ccc(F)cc2)c1 (configuration not stated) | 7% | 0% | 3 | 785 | 3% | -7% | i | 0.6 | 1% | nt | -1.2%
O=C(c1cccc(C(F)(F)F)c1)C1CCCN(C(=O)CCCN2CCCC2=O)C1 (configuration not stated) | 15% | -8% | 9 | 737 | 6% | -6% | i | 0.2 | 1% | -4.3% | 1.0%
NC(=O)c1ccc(-n2nc(C(F)(F)F)c3c2CCCC3)cc1 | 7% | -7% | 1 | 637 | 24% | 20% | i | 0.8 | 6% | -4.4% | 0.8%
COC(=O)CN(c1cc(C(F)(F)F)ccc1Cl)S(C)(=O)=O | -3% | 0% | nt | nt | -3% | 1% | i | 6.2 | 2% | -5.8% | -0.5%
O=C(NNS(=O)(=O)c1ccccc1)c1ccccc1-n1cccc1 | 12% | -11% | -1 | 853 | 5% | 2% | i | 1.0 | 2% | nt | 0.9%
C/C(=N/NC(=O)CNC(=O)CCc1ccccc1)c1ccc(Cl)cc1 | 27% | -5% | -1 | 697 | 12% | -7% | i | 1.1 | 9% | nt | 1.2%
O=C1S/C(=C\c2ccc(N3CCOCC3)o2)C(=O)N1Cc1c(F)cccc1Cl | 57% | -1% | nt | nt | 26% | -44% | i | 34 | 1% | -2.8% | 21%
COc1ccc(-c2nc(N)c(C#N)c(-c3cccnc3)c2C)cc1 | 4% | -9% | 3 | 698 | 13% | -8% | i | 0.5 | 8% | nt | -1.2%
CSc1nsc(SCC(=O)Nc2ccc(Cl)c(C(=O)O)c2)n1 | 4% | -2% | -1 | 784 | 4% | 8% | i | 1.0 | 1% | nt | 3.2%
CC(C)(C)c1ccc(C(=O)Nc2ccc(NC(=O)c3ccco3)cc2)cc1 | -1% | -10% | nt | nt | 7% | 0% | i | 0.7 | 2% | -1.8% | -1.7%
COc1cc2c(cc1OC)C(C)N(C(=O)Nc1ccc(F)cc1)CC2 (configuration not stated) | 6% | -6% | -8 | 736 | -5% | -5% | i | 0.6 | 11% | nt | -0.1%
CC(C)COc1ccc(Cc2cnc(N)nc2N)cc1 | -12% | -1% | 10 | 673 | 16% | -2% | i | 1.3 | 5% | -4.7% | 2.5%
COC(CNC(=O)c1ccc2c(c1)ncn2-c1cccc(C)c1)OC | 0% | -8% | 2 | 808 | -37% | 2% | nt | nt | 4% | nt | -1.5%
Cc1ccc(-c2nc3ccccc3c(=O)n2N)cc1 | 0% | -4% | -1 | 836 | 14% | -5% | i | 0.4 | 3% | nt | -0.9%
COc1ccc(/C=C2\C(=O)NCC(=O)N2Cc2ccccc2)cc1 | 3% | 4% | 0 | 684 | 2% | -3% | + | 4.7* | 1% | -5.0% | -1.4%
COC(=O)N/N=C/c1ccc(OS(=O)(=O)c2ccc(C)cc2)c(OC)c1 | -7% | -2% | 7 | 655 | 23% | -1% | i | 1.0 | -5% | -5.1% | -0.5%
COc1ccc(CCNC(=O)c2cc(-c3ccccc3)c(N3CCOCC3)s2)c(OC)c1OC | 7% | -7% | 96* | 757* | 18% | -3% | i | 1.6 | 12% | nt | -0.1%
Cc1ccc2c(c1)Oc1ccc([N+](=O)[O-])cc1C(=O)N2 | 5% | -6% | 3 | 704 | 4% | -2% | i | 0.1 | 0% | -6.4% | 0.6%
O=C(c1ccco1)N1CCN(C(=O)c2cc3c(s2)-c2ccccc2OC3)CC1 | 25% | -11% | -7 | 625 | -11% | -6% | i | 0.6 | 7% | -1.6% | 8.9%
COc1ccc(C2CC(c3cccs3)=NN2C(=O)CSc2nncs2)cc1OC (configuration not stated) | -4% | 1% | 1 | 650 | -4% | 4% | i | 0.3 | -3% | -6.0% | 0.5%
CCOc1ccc2c(c1)n([O-])c1c([n+]2=O)CCCC1 | -2% | -3% | 15 | 794 | 20% | 37% | i | 0.5 | -1% | -3.7% | 1.3%
O=S(=O)(c1ccc(S(=O)(=O)N2CCCC2)cc1)N1CCCCC1 | 11% | -13% | -1 | 757 | -7% | nt | nt | nt | -2% | nt | 0.2%
CCCn1nc(-c2ccccc2)c2nc3ccccc3nc21 | 28% | -7% | nt | nt | 13% | nt | nt | nt | 0% | -4.4% | 0.5%
O=C(CCl)NCCNC(=O)c1cc(OCC(F)(F)F)ccc1OCC(F)(F)F | -9% | -1% | 3 | 687 | 4% | nt | i | 0.1 | 2% | -3.6% | -1.2%
CCn1c(CNc2ccc(C)cc2C)nnc1SCC(=O)N1CCCc2ccccc21 | 8% | 1% | -6 | 754 | -9% | -14% | i | 0.9 | 0% | -2.9% | 0.2%
CCOC(=O)N/N=C/c1ccc(Oc2ccccc2)cc1 | 7% | 0% | 16 | 663 | -30% | -1% | i | 0.3 | 0% | nt | -0.4%
CC(=O)Nc1nc(CC(C)C)cc(-c2ccco2)c1C#N | 4% | -8% | 14 | 763 | 4% | -6% | i | 5.0 | 4% | -3.9% | 0.0%
CCOc1cc(N2CCOCC2)c(OCC)cc1NC(=O)CN1CCCC1 | -5% | -2% | -9 | 622 | 13% | -11% | i | 0.5 | 4% | -4.9% | 3.9%
CCOC(=O)C1CCN(c2cc3c(cc2NC(=O)c2ccc(OC)c(OC)c2)n(C)c(=O)n3C)CC1 | 20% | 2% | 7 | 637 | 35% | -11% | i | 4.9 | 1% | nt | -0.3%
NC(=O)c1ccc(NC(=O)C2COc3ccccc3O2)cc1 (configuration not stated) | -4% | -9% | 2 | 783 | 10% | -7% | i | 0.5 | 10% | nt | -0.6%
O=C(Nc1ccc(Br)cc1)c1cccnc1N1CCCCC1 | -2% | -2% | -14 | 784 | 2% | 3% | i | 0.5 | 7% | -1.0% | -1.9%
O=C(CCNC(=O)c1ccccc1Cl)Nc1ccncc1 | -2% | -5% | 7 | 831 | 12% | -5% | i | 0.0 | 1% | nt | -0.2%
Cc1nnc2sc(SCC(=O)N3CCC(C)CC3)nn2c1=O | 9% | -13% | 15 | 695 | 14% | -1% | i | 1.5 | 5% | nt | 0.8%
Cc1ccc(S(=O)(=O)/N=C(/c2ccc(F)cc2)N2CCCC2)cc1 | -3% | -8% | 4 | 708 | 17% | -4% | i | 0.0 | -5% | -5.6% | -0.4%
COc1ccccc1NC(=O)CSc1nc2c(sc3ccccc32)c(=O)n1CCN(C)C | -14% | -8% | -64 | 740 | 1% | 5% | i | 1.4 | -9% | -8.8% | -0.2%
COc1cc(/C=N/NC(=O)c2cnccn2)cc(OC)c1OC | 10% | 2% | -6 | 643 | 0% | 1% | i | 0.6 | 8% | -2.1% | 1.2%
O=C(c1cccnc1)N1C2CCC1CC(O)(c1ccc(F)cc1)C2 (configuration not stated) | -7% | -4% | nt | nt | 15% | -6% | i | 8.6 | 2% | -2.4% | 1.4%
Cc1cc(S(=O)(=O)N2CC(=O)N(CCc3ccccc3)C(=O)C2)ccc1F | 31% | 1% | nt | nt | -10% | 1% | i | 1.0 | -2% | -3.0% | 2.2%
Fc1ccc(-n2ncc3c(SCc4cccnc4)ncnc32)cc1 | 10% | -4% | 2 | 744 | -34% | -11% | i | 0.4 | 6% | -2.9% | -1.2%
O=C(Nc1cccc(-c2nn[nH]n2)c1)c1ccc(Br)s1 | 18% | -7% | -11 | 598 | -8% | -2% | i | 1.0 | -2% | nt | 16%
O=C(Nc1ccc(F)cc1)Oc1ccccc1N1CCOCC1 | -3% | -8% | 2 | 760 | 13% | -11% | i | 0.4 | 2% | nt | -0.1%
Cc1cccc(C)c1Nc1c(-c2ccc(N3CCOCC3)cc2)nc2cnccn12 | 22% | 1% | -7 | 715 | 15% | -12% | i | 0.3 | -1% | nt | -2.6%
COC(=O)c1ccc(NC(=S)NC2CC3CCC2C3)cc1 (configuration not stated) | -5% | -2% | 8 | 680 | -8% | -1% | ? | nt | 2% | -18% | -1.8%
O=C(CSc1nnc(Cc2ccccc2)n1Cc1ccco1)NC12CC3CC(CC(C3)C1)C2 | -4% | 1% | 14 | 739 | -3% | -5% | i | 3.8 | -1% | -11% | -0.2%
CCN(CC)S(=O)(=O)c1ccc(N/N=C(\C)c2ccncc2)c([N+](=O)[O-])c1 | 15% | -7% | -15 | 804 | -7% | -4% | i | 0.7 | -5% | nt | -3.1%
O=C(C1CCN(S(=O)(=O)c2cccs2)CC1)N1CCc2ccccc2C1 | -2% | -9% | 6 | 780 | -71% | 0% | i | 10 | 3% | -5.5% | 1.0%
CCCc1cc(C(=O)NCc2ccco2)no1 | 0% | -10% | nt | nt | -23% | 1% | i | 0.8 | 1% | -2.5% | 0.5%
O=C(c1ccco1)N1CCN(C(=O)N2c3ccccc3Sc3ccccc32)CC1 | 10% | 8% | ? | nt | 0% | -4% | ? | nt | 2% | 4.3% | -3.1%
Cc1ccc(C(=O)Nc2ccccc2Cl)cc1 | 0% | -7% | 2 | 786 | -32% | -12% | i | 0.5 | 4% | nt | -1.0%
O=S(=O)(N/N=C\c1cccn1-c1ccccc1)c1ccc2ccccc2c1 | -9% | 2% | nt | nt | 27% | -12% | i | 1.1 | 2% | -4.0% | -1.0%
Cc1ccccc1NC(=O)/C(C#N)=C\c1cccnc1 | 2% | 0% | 0 | 612 | 9% | -11% | i | 0.6 | 2% | -2.2% | 1.2%
N#Cc1ccc(-c2ccc(Cl)cc2)nc1SCC(=O)c1cccc(Cl)c1 | 17% | -9% | -1 | 750 | 12% | 0% | + | 0.6* | 1% | -7.1% | 3.7%

Assay outcomes deposited in PubChem BioAssay by several laboratories.
